# MsrA act: bovine methionine sulfoxide reductase A activation | purified bovine MsrA, absorbance read-out | hit rate 0.3% among 360,000 | activation, % at 10.6 µM; in the data active = activation above about 7.5%;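 note: 0% = vehicle and 100% = reference activator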
# PABP1 MLLE inh: blocks PAM2 peptide binding to the PABP1 MLLE domain; inhibition, % at 20 µM; GST-MLLE / FITC-PAM2 fluorescence polarization; P11940; hit rate 0.36% among 360,000; AID 588489; in the data active = inhibition above about 35%, passing the limit was not always enough;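 note: plate controls were DMSO wells with GST-MLLE for no effect and wells lacking GST-MLLE protein for full effect; some results filed as inactive read as strong as hits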
# MT1-MMP act inh: inhibitors of human MT1-MMP activation; GFP/RFP ratio change, % at 20 µM; HT1080 RFP-PRO-GFP cells, GFP/RFP ratio fluorescence, overnight; percent of plate control window, DMSO zero; hit rate 0.061% among 360,000; AID 651647;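 active = GFP/RFP ratio change of at least 30% with cell ATP level not reduced by more than half and red fluorescence within 50% of control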; note: strong numbers were not always called active
#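 Test system: HT1080 cells expressing an RFP-PRO-GFP fluorescent reporter construct / Compound dosing: single-point 20 µM compound, 1% DMSO / Schedule: cells overnight before dosing, compound overnight, 37 °C, 5% CO2 / Evaluation: GFP/RFP fluorescence ratio / Control set: DMSO and RFP-L50D-GFP cell wells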
# MsrA inhibitor: bovine MsrA inhibition; purified bovine MsrA, absorbance read-out; inhibition, % at 15.5 µM; hit rate 0.75% among 360,000; AID 651718; in the data active = inhibition above about 4.5%;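 note: 0% = vehicle wells with enzyme and 100% = reference inhibitor wells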
# FAS-TE inh: FAS thioesterase (human) inhibition; recombinant FAS-TE, OMFH fluorogenic substrate, fluorescence endpoint; inhibition, % at 15 µM; hit rate 0.67% among 360,000;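 active = compounds whose normalised, plate-corrected inhibition of enzyme fluorescence in the single-dose primary screen is 50% or more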;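 note: 0% = DMSO with enzyme and 100% = substrate without enzyme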
# eLon inh: inhibits E. coli Lon protease; AID 602123; P0A9M0; purified E. coli Lon protease, fluorescence polarization; inhibition, % at 7.94 µM; hit rate 0.42% among 360,000; in the data active = inhibition above about 13%, passing the limit was not always enough;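 note: 0% = enzyme with probe and DMSO and 100% = no enzyme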
# Target sequence (P0A9M0 whole entry, looked up): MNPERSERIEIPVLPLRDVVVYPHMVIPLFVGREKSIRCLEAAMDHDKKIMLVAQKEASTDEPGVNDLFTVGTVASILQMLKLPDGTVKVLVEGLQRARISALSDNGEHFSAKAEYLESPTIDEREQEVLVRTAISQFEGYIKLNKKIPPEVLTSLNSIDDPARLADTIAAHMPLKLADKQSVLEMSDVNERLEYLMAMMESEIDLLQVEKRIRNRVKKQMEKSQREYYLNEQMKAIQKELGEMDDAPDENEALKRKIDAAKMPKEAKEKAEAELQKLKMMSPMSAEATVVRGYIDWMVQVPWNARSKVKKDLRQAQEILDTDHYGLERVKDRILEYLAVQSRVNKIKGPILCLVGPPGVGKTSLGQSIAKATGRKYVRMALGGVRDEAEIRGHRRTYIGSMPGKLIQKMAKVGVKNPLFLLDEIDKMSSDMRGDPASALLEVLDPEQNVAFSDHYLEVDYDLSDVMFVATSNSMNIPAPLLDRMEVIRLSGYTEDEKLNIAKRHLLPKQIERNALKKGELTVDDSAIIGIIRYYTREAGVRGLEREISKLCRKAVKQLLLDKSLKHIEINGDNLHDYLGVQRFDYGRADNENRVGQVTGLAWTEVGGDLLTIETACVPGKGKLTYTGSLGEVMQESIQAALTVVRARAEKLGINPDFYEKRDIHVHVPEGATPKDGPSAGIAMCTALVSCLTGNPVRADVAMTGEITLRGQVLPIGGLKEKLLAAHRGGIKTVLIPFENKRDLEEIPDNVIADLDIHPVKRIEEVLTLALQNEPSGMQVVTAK
# CSN inh: inhibitors of human CSN-mediated cullin deneddylation; Purified CSN, SCF-Nedd8-OG deneddylation, fluorescence polarization; inhibition, % at 12.5 µM; hit rate 0.38% among 360,000;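 active = pattern-corrected inhibition above about 35%, with an unprinted fluorescence ratio check between 0.5 and 1.5, limit read from the data, passing the limit was not always enough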;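 note: 0% = enzyme with substrate and 100% = substrate without enzyme; some results filed as inactive read as strong as hits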
# Target sequence (Q92905 whole entry, looked up, one chain of several): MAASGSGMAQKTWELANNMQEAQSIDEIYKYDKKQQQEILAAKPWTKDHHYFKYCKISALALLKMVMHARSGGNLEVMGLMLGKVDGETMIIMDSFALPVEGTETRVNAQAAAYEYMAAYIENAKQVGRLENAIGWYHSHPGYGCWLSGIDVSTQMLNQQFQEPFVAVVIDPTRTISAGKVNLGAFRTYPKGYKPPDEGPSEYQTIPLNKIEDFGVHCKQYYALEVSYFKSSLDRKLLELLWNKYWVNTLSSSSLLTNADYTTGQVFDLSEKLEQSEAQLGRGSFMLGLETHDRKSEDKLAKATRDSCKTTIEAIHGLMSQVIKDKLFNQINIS
#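 Assay system: HEK293T-derived human Csn5 enzyme; quantity: 0.24 nM enzyme; medium: Tris/NaCl/DTT buffer, pH 7.5; also added: substrate SCFSkp2-Nedd8OG, 10 nM; doses: 12.5 µM compound; schedule: 90 min reaction at room temperature; signal: FP; read-out: % inhibition of substrate cleavage by Csn5; benchmarks: substrate-only high control, full reaction low control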
# Rpn11 inh: inhibitors of human proteasome Rpn11; AID 588493; O00487; calls only at 20 µM; hit rate 0.59% among 360,000; human 26S proteasome, Ub4-pepOG fluorescence polarization; 20S core pre-blocked with epoxomicin;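 active = inhibition at 20 µM, scaled to each plate's controls, above about 33%, limit read from the data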
# Rin1 Abl inh: inhibitors of human Rin1-Abl protein interaction. TR-FRET Rin1/Abl binding, biochemical. inhibition, % at 7.35 µM. P00519+Q13671. hit rate 0.4% among 360,000. AID 588664; in the data active = inhibition above about 5%, passing the limit was not always enough
# The depositor's hits bear a star; i = inactive; . = not tested or not shown; + = active, no number.
SMILES,MsrA act,PABP1 MLLE inh,MT1-MMP act inh,MsrA inhibitor,FAS-TE inh,eLon inh,CSN inh,Rpn11 inh,Rin1 Abl inh
COc1ccccc1-n1c(SCC(=O)NCc2ccc3c(c2)OCO3)nc2cc([N+](=O)[O-])ccc21,-3.9,-43.7,-2.9,2.1,37.0,-0.8,5.9,i,-1.1
Cc1ccc(C(=O)NNS(=O)(=O)c2ccccc2[N+](=O)[O-])cc1,-1.9,1.3,-5.5,0.7,-8.8,-0.3,-4.3,i,-0.6
Oc1ccc(/C=N/n2c3ccccc3c3ccccc32)cc1,0.0,-5.7,2.0,0.1,24.7,9.1,-1.8,i,0.8
COc1ccc(C(=O)NCc2cnn(C)c2C)cc1OC1CCN(C(C)C)CC1,-5.1,-1.7,2.2,1.4,-7.3,8.4,-1.0,i,4.3
Cc1ccc(C)c(C(=O)CCC(=O)O)c1,-0.1,-3.0,0.9,0.6,-9.3,-11.3,-3.4,i,-3.5
COc1ccc(CN(C(=O)c2cnccn2)C(C(=O)NC(C)(C)C)c2cc(OC)c(OC)c(OC)c2)cc1 (stereo not given),-7.5,3.1,5.9,0.6,-4.2,-4.3,-7.2,i,1.4
CN(CC(=O)Nc1ccccc1Cl)C(=O)c1cccc(S(=O)(=O)N2CCN(c3ccc(F)cc3)CC2)c1,-13.0,5.4,-4.3,0.5,16.6,-3.9,2.5,i,2.5
CCC(CO)N=CC1=C(O)CC(C)(C)CC1=O (stereo not given),-13.7,-7.3,-4.1,0.9,-13.3,-2.0,1.9,i,1.0
Clc1ccc(Nc2nc(N3CCOCC3)nc(N3CCOCC3)n2)cc1Cl,0.7,-4.9,-2.2,1.4,29.5,-6.4,-0.1,i,-1.9
CCS(=O)(=O)N1CCCC(C(=O)NCc2cccnc2)C1 (stereo not given),-0.9,1.8,4.5,-0.2,-4.3,1.9,1.0,i,2.4
COC(=O)C(C)N1C(=O)S/C(=C\c2ccc(-c3ccc(C(=O)O)cc3C)o2)C1=O (stereo not given),-3.2,-97.1,-9.5,1.8,18.5,-38.8,19.0,i,-3.9
Cc1n(-c2ccccc2)c2ccc(Cl)cc2[n+]1CCO,-7.1,-92.5,-8.1,-0.8,-3.7,-9.2,6.7,i,3.1
N#Cc1c(C(F)(F)F)cc(-c2cccc(Cl)c2)[nH]c1=O,0.2,8.3,-1.5,0.9,-0.7,1.7,-0.1,i,-1.3
O=S1(=O)CC(N2CC=CC2)CN1Cc1cn(Cc2ccccc2)nn1 (stereo not given),-3.2,.,2.0,-1.3,-15.3,-3.4,-7.2,.,.
O=C(CN(C(=O)c1csnn1)c1ccc2c(c1)OCCO2)NCc1ccc(F)cc1,0.1,17.8,-2.2,0.2,2.8,-1.2,0.2,+,1.3
Cc1ccc(C(=O)NCc2ccc3c(c2)OCO3)cc1N1CCCC1=O,0.9,-1.5,3.9,-0.2,-6.3,-9.0,-5.3,i,2.8
CCOC(=O)c1c(C)n(C)c2cc(CN(C)C)c(O)c(S(=O)(=O)c3ccccc3)c12,-3.5,13.6,-12.3,1.2,-1.4,4.3,-19.1,i,1.0
O=C(NC1(C(F)(F)F)NC(=O)N(Cc2cccnc2)C1=O)c1ccccc1Cl (stereo not given),-2.2,-1.1,3.3,0.1,-1.0,-3.9,-0.6,i,-1.8
Clc1ccc(SCCCCn2cncn2)cc1,-10.4,9.5,-0.1,-0.5,-12.6,8.6,-2.8,i,3.3
CCn1cc(C2Nc3ccccc3C(=O)N2O)c(C)n1 (stereo not given),0.3,-13.2,3.0,0.2,-5.1,-1.4,1.7,i,-4.1
CCO[C@@H]1OC(C(=O)O)=C[C@H](C)[C@H]1CCCO,-1.9,-5.5,2.9,0.9,-11.8,-6.1,-0.4,i,-0.7
Cc1ccc2c(c1)N(CCC(=O)NCCCN1CCCC1)C(=O)C(C)O2 (stereo not given),-10.2,-7.0,-2.0,-1.3,-3.1,9.0,4.3,i,3.3
CS(=O)(=O)c1ccc(Cl)c(NC(=O)CNC(=O)c2ccc3c(c2)OCO3)c1,-1.2,-8.9,4.8,0.3,-4.1,5.5,2.7,i,0.3
C=CCN(Cc1cccc(OC)c1OC)S(=O)(=O)N(C)C,-3.0,3.0,3.0,0.6,-7.5,0.2,-1.1,i,0.6
O=C(COC(=O)C1CC2C=CC1C2)NCc1ccc(F)cc1 (stereo not given),-0.2,-6.0,0.0,0.6,-5.2,2.6,5.3,i,4.5
COc1ccc(CN2C(=O)c3oc4ccccc4c(=O)c3C2c2ccc(O)c(OC)c2)cc1 (stereo not given),-4.5,6.5,-4.7,1.4,-1.1,-1.9,-1.7,i,2.2
Cc1nnc(Sc2nc3c(c(=O)n(C)c(=O)n3C)n2Cc2ccc(Cl)cc2)s1,0.1,-1.6,-3.0,-0.5,4.8,-6.1,0.4,i,-0.4
CCOC(=O)CSc1ncc(-c2cccc(Cl)c2)cn1,-3.6,-0.9,10.6,-0.3,11.9,8.2,-8.3,i,-2.2
CCCCC(=O)N=c1sc2cc(S(C)(=O)=O)ccc2n1C,-1.3,-10.3,-1.2,.,1.1,7.8,4.4,i,-0.7
CCN(CC)c1ccc(/C=N/NC(=O)CNC(=O)c2ccccn2)cc1,-7.2,-4.9,4.1,6.0*,-4.3,-2.9,-0.8,i,-1.9

# Taken from above:
# PABP1 MLLE inh result of Cc1ccc2c(c1)N(CCC(=O)NCCCN1CCCC1)C(=O)C(C)O2 (stereo not given) reads -7.0
# eLon inh result of CCO[C@@H]1OC(C(=O)O)=C[C@H](C)[C@H]1CCCO reads -6.1
# Rin1 Abl inh result of Cc1ccc(C(=O)NCc2ccc3c(c2)OCO3)cc1N1CCCC1=O reads 2.8

# More compounds follow:
SMILES,MsrA act,PABP1 MLLE inh,MT1-MMP act inh,MsrA inhibitor,FAS-TE inh,eLon inh,CSN inh,Rpn11 inh,Rin1 Abl inh
COc1ccc(C(=O)NCCS(=O)(=O)N2CCC3(CC2)OCCO3)cc1,1.0,2.4,-4.5,-0.1,-5.9,-7.3,2.9,i,-0.6
CCn1c(SCc2nc(-c3ccc(Cl)cc3)no2)nnc1-c1ccco1,-2.9,-0.8,0.7,0.9,4.4,-6.3,-1.3,i,-1.5
COc1ccc([N+](=O)[O-])cc1NC(=O)c1ccccc1N(C)S(C)(=O)=O,0.3,-4.3,1.5,0.0,6.1,3.5,-6.0,i,-3.9
O=C(OCC(=O)N1CCCCC1)c1cc(S(=O)(=O)N2CCOCC2)c(Cl)cc1Cl,4.8,6.0,0.5,0.1,-1.5,-9.9,8.0,i,1.6
Cc1cccc(OCCCN2C(=O)C(=O)c3cc(C)ccc32)c1,3.0,-4.0,-2.9,-1.3,10.1,4.4,-1.4,i,-6.4
COc1ccc(CN(Cc2ccc(C(=O)O)cc2)C(=S)Nc2cccc(C)c2)cc1OC,-13.4,-33.5,.,1.1,-6.0,-2.5,-4.0,i,3.1
O=C(NNC(=O)c1cccc2ccccc12)c1ccc(F)cc1,-2.1,-5.4,1.2,1.3,-3.1,-2.1,-0.7,i,-2.9
CCCCN=C(N)/C(C(=O)OCC)=C(\O)c1ccc(OC)cc1,-13.3,7.2,-3.4,-1.3,-2.9,-1.7,-2.3,i,2.9
Cc1nnc(SCc2nnc(-c3cccs3)o2)n1C1CCCCC1,-1.3,-8.7,1.7,1.1,-7.2,5.7,-3.0,i,2.3
NC(=O)CCCn1c(C(=O)c2ccc(Cl)cc2)c2ccc([N+](=O)[O-])cc2[n+]1[O-],-7.1,4.2,-1.1,2.4,0.4,-9.1,-0.3,i,-2.5
CC(=O)Nc1ccc(/C=N/Nc2ccc(C(=O)c3c(C)cc4ccccn34)cc2[N+](=O)[O-])cc1,-3.0,-13.3,26.4,0.6,5.3,6.6,1.6,i,-2.4
Cn1c(=O)c(=O)n(C)c2cc(S(=O)(=O)N3CC(=O)N(CCc4ccccc4)C(=O)C3)ccc21,-2.7,-5.8,5.8,-0.2,-10.3,0.9,-1.6,i,-2.1
CC1CCCCC1NC(=O)Cn1cc([N+](=O)[O-])ccc1=O (stereo not given),-10.5,-4.4,-1.7,3.0,8.0,0.6,-5.2,i,2.9
O=C(O)CCC(=O)OCC1CCCCC1,-1.2,-5.3,-3.4,-0.1,-6.1,-8.3,-2.9,i,-2.9
CCOc1ccc(C(C)NC(=O)Nc2ccc(F)cc2F)cc1 (stereo not given),-2.5,3.7,0.8,-0.1,1.9,-4.4,-3.7,i,1.7
CCN(C[C@H]1N[C@@](Cc2ccccc2)(C(=O)OC)[C@H]2C(=O)N(C)C(=O)[C@@H]12)C(=O)Nc1ccccc1,-6.5,3.6,4.8,-1.0,-11.2,-0.8,8.9,i,3.0
CCS(=O)(=O)N1CCCC(C(=O)NCCCN(C)Cc2ccccc2)C1 (stereo not given),-0.5,-4.8,4.4,-1.0,-5.3,0.6,-2.2,i,-0.9
Nc1nc2sc3c(c2cc1C(=O)NCC(=O)O)CCCC3,-0.1,3.4,4.4,0.9,-3.3,-2.5,0.5,i,-8.3
COc1ccc(CN2CC(C(=O)NCCCN3CCN(Cc4ccccc4)CC3)CC2=O)cc1 (stereo not given),-3.0,10.0,2.8,.,-13.5,-8.2,3.5,i,2.8
COc1cccc(C2c3[nH]c4ccccc4c3CCN2Cc2ncc[nH]2)c1 (stereo not given),-1.4,-12.6,-2.5,-1.0,-5.6,-5.9,-1.7,i,0.0
CC(=O)Nc1ccc(S(=O)(=O)NC(CC(=O)O)c2ccc(OC(C)C)cc2)cc1 (stereo not given),-5.6,2.0,0.1,-0.6,-6.9,-4.8,-1.9,i,2.2
Cc1ccc(CN(C(=O)c2csnn2)C(C(=O)NC2CCCC2)c2ccc(C)o2)cc1 (stereo not given),-0.6,-4.0,2.5,-0.6,9.0,2.7,-4.2,i,0.5
COc1ccc(-n2nc(C(=O)NCC(=O)Nc3cc(OC)c(OC)c(OC)c3)c3ccccc3c2=O)cc1OC,-2.5,3.6,-7.1,-0.2,0.3,3.8,-2.4,i,-1.1
COc1ccccc1-c1noc2c1C(=O)NCC2,-5.2,4.8,11.5,-0.6,-10.0,-0.8,-0.7,i,-4.7
O=C(Cn1cc([N+](=O)[O-])ccc1=O)N1CCc2ccccc21,-14.6,-13.4,-1.5,2.3,6.0,-4.3,-0.7,i,5.3
CCCCc1cc(=O)oc2c(CN3CCN(C)CC3)c(O)ccc12,-6.0,9.1,-0.8,1.8,-5.5,-10.6,-0.4,i,1.2
COc1ccc(Nc2nc(N)nc(CSCCO)n2)cc1,-3.3,-1.3,-3.5,1.1,-6.5,-7.5,-3.1,i,-1.6
CCOc1ccc(N=Cc2c(O)cc(C)oc2=O)cc1,-8.0,10.2,-2.5,1.3,-6.6,-0.9,-5.1,i,4.3
CCCCC(=O)NC(=S)Nc1cc([N+](=O)[O-])ccc1OC,-1.2,17.2,-3.5,-0.3,26.0,7.8,-0.4,i,-1.8
CC(NC(=O)c1ccc(C(C)(C)C)cc1)C(c1cccs1)N1CCOCC1 (stereo not given),-1.9,-2.4,-3.9,-0.4,3.6,-8.7,2.6,i,-1.6

# Given with bars between the fields: 2 of the compounds above
molecule | MsrA act | PABP1 MLLE inh | MT1-MMP act inh | MsrA inhibitor | FAS-TE inh | eLon inh | CSN inh | Rpn11 inh | Rin1 Abl inh
Cc1nnc(SCc2nnc(-c3cccs3)o2)n1C1CCCCC1 | -1.3 | -8.7 | 1.7 | 1.1 | -7.2 | 5.7 | -3.0 | i | 2.3
Cc1nnc(Sc2nc3c(c(=O)n(C)c(=O)n3C)n2Cc2ccc(Cl)cc2)s1 | 0.1 | -1.6 | -3.0 | -0.5 | 4.8 | -6.1 | 0.4 | i | -0.4

# Screening data deposited in PubChem by several laboratories.
